High-throughput results from PubChem BioAssay.
TEAD-YAP block – TEAD-YAP interaction inhibition | HEK-TIYL cells, TEAD-Gal4/YAP UAS-luciferase luminescence | inhibition, % at 9.12 µM | 640,000 compounds, 1.4% hits; in the data active means inhibition above about 32%;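 further: 0% = median of test compound wells and 100% = reference inhibitor wells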
FBW7 activator – activators of human E3 ligase FBW7; AlphaScreen FBW7–phospho-cyclin E peptide binding, activator screen; 650,000 compounds, 0.13% hits; normalized activity (activation), % at 26.1 µM; in the data active means normalized activity above about 1.9%;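 further: purified mutant Fbw7 with reduced substrate affinity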
Target sequence (Q969H0 whole entry, looked up): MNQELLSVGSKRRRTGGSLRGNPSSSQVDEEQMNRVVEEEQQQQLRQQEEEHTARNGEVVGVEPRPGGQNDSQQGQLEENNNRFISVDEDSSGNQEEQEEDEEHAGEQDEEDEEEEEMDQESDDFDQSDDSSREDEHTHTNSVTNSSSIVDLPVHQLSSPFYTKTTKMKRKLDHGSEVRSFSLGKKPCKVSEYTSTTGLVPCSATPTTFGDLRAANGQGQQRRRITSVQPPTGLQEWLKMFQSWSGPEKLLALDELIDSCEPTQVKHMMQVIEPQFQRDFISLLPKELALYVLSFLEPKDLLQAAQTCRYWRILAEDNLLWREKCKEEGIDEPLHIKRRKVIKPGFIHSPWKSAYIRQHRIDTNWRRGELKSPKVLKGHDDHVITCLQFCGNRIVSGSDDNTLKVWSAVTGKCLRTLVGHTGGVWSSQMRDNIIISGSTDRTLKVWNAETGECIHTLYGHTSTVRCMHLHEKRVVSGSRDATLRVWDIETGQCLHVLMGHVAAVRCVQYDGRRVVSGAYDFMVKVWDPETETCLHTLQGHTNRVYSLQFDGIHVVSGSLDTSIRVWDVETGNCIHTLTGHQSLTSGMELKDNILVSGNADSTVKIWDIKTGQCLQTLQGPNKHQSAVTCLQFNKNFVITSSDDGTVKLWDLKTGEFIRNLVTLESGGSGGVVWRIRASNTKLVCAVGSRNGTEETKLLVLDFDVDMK
GPR151 activ – activators of human GPR151 | PathHunter beta-arrestin GPR151 cells, luminescence | 650,000 compounds, 1% hits | Q8TDV0 | AID 1508602 | activation, % at 11.2 µM; in the data active means activation above about 4.9%;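 further: 0% = median of compound wells and 100% = cells with positive control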
MITF primary – blocks human microphthalmia-associated transcription factor. O75030. AlphaScreen MITF homodimerization, bead proximity signal. inhibition, % at 2.6 µM. 650,000 compounds, 0.91% hits. AID 1259374; in the data active means inhibition above about 50%;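 further: 0% = vehicle wells with protein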
An asterisk follows results filed as active. Random draw from the library; overall some 3.4% were active at least once.

nr	compound	TEAD-YAP block	FBW7 activator
1	COc1ccc(C(=O)Nn2c(SCc3ccc(Cl)cc3)nc3ccccc3c2=O)cc1	30	0.1
2	CN1CCC(N2CCC(Oc3cccc(C(=O)N4CCSCC4)c3)CC2)CC1	4	0.1
3	CCCOC1C(C2COC3(CCCCC3)O2)OC2OC3(CCCCC3)OC21 (configuration not stated)	1	-0.1
4	NC(=O)C1CCN(C(=O)C2CC=CCC2C(=O)O)CC1 (configuration not stated)	2	0.0
5	CC(C)n1cnc2c(NCc3ccccc3)nc(-c3cccc(N)c3)nc21	5	-0.1
6	CC(C)(C)c1ccc(C(=O)Nc2ccc3c(c2)CN(C(=O)c2ccco2)CC3)cc1	86*	0.2
7	Cc1cc(Br)ccc1N1C(=O)C2CCCCC2C1=O (configuration not stated)	1	-0.1
8	Cc1ccc(S(=O)(=O)N(C)c2cc(S(=O)(=O)N(C)CCO)c(C)cc2C)cc1	-2	0.0

nr	GPR151 activ	MITF primary
1	0.2	-2
2	0.3	5
3	1.9	-5
4	0.4	10
5	-1.1	8
6	2.5	7
7	2.3	3
8	2.6	0

More records.
nr	compound	TEAD-YAP block	FBW7 activator
9	O=C(c1ccc(-n2ccnc2)c([N+](=O)[O-])c1)N1CCc2ccccc21	11	0.8
10	CN(C)S(=O)(=O)c1ccc(N2CCC(CNC(=O)c3ccncc3)CC2)cc1	7	0.0
11	CCCNC(=O)c1cc(Nc2cccc(N(C)C)c2)nc2ccccc12	4	-0.1
12	CCC(C)C(NC(=O)OC(C)(C)C)C(=O)NC(Cc1ccccc1)C(N)=O (configuration not stated)	6	1.3
13	CCOC(=O)N1CCc2c(sc3ncn(CC(N)=O)c(=O)c23)C1	-4	-0.1
14	CC1=CC(C)(C)NC(=S)N1c1ccccc1S	2	0.0
15	CCOC(=O)c1sc2nc(CN3CCC(C(=O)OCC)CC3)[nH]c(=O)c2c1C	-1	0.0
16	N#C/C(=C\c1cccc(Cl)c1)c1nn(-c2ccccc2)c(N)c1C#N	-4	-0.1

nr	GPR151 activ	MITF primary
9	0.8	18
10	-0.7	-5
11	-1.6	-7
12	-1.7	20
13	-0.4	10
14	-1.0	-5
15	2.0	0
16	-1.7	-10

Next section
nr	compound	TEAD-YAP block	FBW7 activator
17	CCCC(C)C(=O)Nc1ccc(F)c([N+](=O)[O-])c1 (configuration not stated)	4	0.2
18	COCCCNC(=O)CN(c1ccccc1OC)S(=O)(=O)c1ccc(C)cc1	-7	0.1
19	N#CCCN1CCN(S(=O)(=O)c2ccc3c(c2)OCCCO3)CC1	4	0.0
20	CCSc1nnc(NC(=O)CCC2CCCCC2)s1	-1	-0.6
21	COc1ccc(N=C2S/C(=C\c3ccccc3)C(=O)N2c2ccc(OC)cc2)cc1	-16	0.7
22	N#C/C(=C/c1ccco1)c1cccc([N+](=O)[O-])c1	8	-0.2
23	O=C(CN1CCC(n2cnc3cccnc32)CC1)N(c1ccccc1)c1ccccc1	-7	0.6
24	COc1ccc(COC(=O)C2=C(C)NC3=C(C(=O)CCC3)C2c2coc3ccc(C)cc3c2=O)cc1 (configuration not stated)	16	0.1

nr	GPR151 activ	MITF primary
17	2.1	17
18	0.0	1
19	1.8	8
20	0.2	-2
21	-0.5	-4
22	1.9	20
23	-1.8	-5
24	0.7	12

Next records follow:
nr	compound	TEAD-YAP block	FBW7 activator
25	Nc1ccc(-c2cnc[nH]2)cc1[N+](=O)[O-]	-38	-0.3
26	COc1cn(CC(=O)Nc2ccc(Br)cc2)c(CSc2nccc(C)n2)cc1=O	4	0.0
27	Cc1cc(S(=O)(=O)NCCN2CCOCC2)c(C)s1	-3	0.1
28	CC(C)Cc1ccc(-c2cc(=O)[nH][nH]2)cc1	10	-0.2
29	O=C(COc1ccc([N+](=O)[O-])cc1)Nc1ccccc1C(=O)O	6	0.0
30	COCCN(C1CCN(CCCc2ccccc2)CC1)S(=O)(=O)c1ccccc1F	8	-0.1
31	Cc1ccccc1OCC(=O)Nc1ccc(S(=O)(=O)N2CCCC2)cc1	26	-0.1
32	COc1ccc(C(C(=O)NC2CCCCC2)N2CCCCC2)cc1 (configuration not stated)	-4	0.0

nr	GPR151 activ	MITF primary
25	-0.7	30
26	-0.3	1
27	-0.3	-5
28	-0.8	-2
29	2.5	-8
30	1.0	13
31	1.2	4
32	0.1	-8

(listing goes on)
nr	compound	TEAD-YAP block	FBW7 activator
33	O=C1C=C(c2cccc([N+](=O)[O-])c2)C(=O)N1c1cccc(Br)c1	14	1.4
34	CCOc1cc(/C=N/NC(=O)CC(=O)NCC(C)C)ccc1O	4	0.2
35	COCCC(=O)NC(C)c1nnc2n1CCN(Cc1cc3ccccc3s1)CC2 (configuration not stated)	9	-0.1
36	CCOC(=O)c1c(N)sc(C(=O)Nc2cccc(Cl)c2C)c1C	-9	-0.1
37	COc1ccc(C2=N/C(=C/c3ccccc3C(F)(F)F)C(=O)O2)cc1OC	10	-0.1
38	CCOC(=O)Cc1csc(Nc2c(C)n(C)n(-c3ccccc3)c2=O)n1	-2	0.0
39	COc1cc(/C=C/C(=O)NC(C)c2ccccc2)cc(OC)c1OC (configuration not stated)	1	1.0
40	CC(C)NC(=O)Cn1nc(-c2cccc(F)c2)n(-c2ccncc2)c1=O	4	0.2

nr	GPR151 activ	MITF primary
33	-0.1	4
34	0.5	15
35	0.6	-5
36	-3.1	8
37	-1.7	-4
38	-0.5	5
39	0.9	1
40	-0.9	10

Continued.
nr	compound	TEAD-YAP block	FBW7 activator
41	CCOC(=O)c1c(NC(=O)/C=C/C(N)=O)sc2c1CCCC2	43*	0.6
42	CCCCc1ccc(/C(C)=C/C(=O)O)cc1	14	0.1
43	CCCC(=O)N1CCN(c2ccc(NC(=O)c3ccc(Br)o3)cc2)CC1	60*	0.0
44	CC(C)(C)NCC(O)COc1ccc(C(C)(C)C)cc1 (configuration not stated)	7	-0.1
45	O=C(OCN1C(=O)c2ccccc2C1=O)c1ccccc1Br	-6	0.0
46	CCN(CC)C(=O)C1=CC(c2cccs2)=NS(=O)(=O)N1C	7	-0.3
47	CC(=O)N1CCN(c2ccc(NC(=O)c3cccnc3)cc2Cl)CC1	1	0.1
48	Cc1ccc2c(c1)cc(CN(Cc1ccccc1)C(=O)c1ccco1)c1nnnn12	-5	0.1

nr	GPR151 activ	MITF primary
41	-1.3	5
42	-10	-1
43	-1.6	2
44	-1.3	8
45	-0.6	14
46	-0.7	0
47	-0.6	-4
48	-0.8	-1

New compounds follow
nr	compound	TEAD-YAP block	FBW7 activator
49	CCN(CC)c1ccc(CN2CCOCC2)cc1	8	0.6
50	CCC(Sc1nc2ccccc2c2nc(C)nn12)C(=O)Nc1ccc2c(c1)OCO2 (configuration not stated)	11	0.0
51	CC(=O)NC(=O)c1cc2cc([N+](=O)[O-])ccc2oc1=Nc1ccc(Cl)cc1Cl	5	0.1
52	CN1CCN(C(=O)Cn2c(=O)c3cccn3c3cccnc32)CC1	-8	-0.1
53	O=c1nc(N2CCCCC2)ccn1-c1nc(-c2ccccc2)sc1-c1ccccc1	13	0.3
54	CCc1nc2ccccc2n1CC(O)COc1ccc(C(C)=O)cc1 (configuration not stated)	-1	0.0
55	COCCCn1c(SCC(=O)c2ccc(Cl)cc2)nnc1-c1ccco1	1	0.1
56	CCn1cc(C(=O)N2CCCCCC2)c(=O)c2cc(S(=O)(=O)N3CCCC3)ccc21	5	0.1

nr	GPR151 activ	MITF primary
49	1.0	38
50	-0.5	4
51	0.2	9
52	0.7	-11
53	-1.2	14
54	4.2	38
55	1.2	-18
56	1.6	1

Continued:
nr	compound	TEAD-YAP block	FBW7 activator
57	CCOc1ccc(S(=O)(=O)Nc2ccc(NC(C)=O)cc2)cc1C	0	0.1
58	CCCCOC(=O)c1ccc(NC(=O)COC(=O)c2nc3nccc(C)n3n2)cc1	-18	0.5
59	CCN1C(=O)C(CC(=O)NC)N(NC(=O)c2ccccc2)C1=S (configuration not stated)	4	-0.1
60	O=C(/C=C/c1cccc([N+](=O)[O-])c1)Nc1ccc(Cl)cn1	9	0.2
61	O=C(/C=C/c1ccc(F)cc1)c1ccco1	11	0.5
62	Cn1c(C2CC(=O)N(c3ccccc3Br)C2)nc2ccccc21 (configuration not stated)	1	-0.1
63	CCOC(=O)N1CCN(Cc2ccc(F)cc2F)CC1	4	-0.2
64	CC(OC(=O)CN1C(=O)COc2ccccc21)C(=O)NCCc1ccccc1 (configuration not stated)	0	0.1

nr	GPR151 activ	MITF primary
57	-0.1	-5
58	-0.1	3
59	-1.0	-5
60	-1.1	6
61	-0.8	14
62	-0.1	-10
63	-0.6	7
64	-0.7	8

Following part
nr	compound	TEAD-YAP block	FBW7 activator
65	O=C(CSc1ccccn1)Nc1ncc(Br)cc1Br	-5	0.1
66	O=c1oc2cc(OCc3ccc(Cl)cc3)ccc2c2c1CCC2	-4	-0.1
67	O=C(c1cnc(N2CCN(c3ncccn3)CC2)c2ccccc12)N1CCN(Cc2ccc3c(c2)OCO3)CC1	61*	0.0
68	O=C(C1CCCO1)N1CCN(C(=S)Nc2ccc(F)c(Cl)c2)CC1 (configuration not stated)	-7	0.0
69	O=C(O)COc1ccccc1/C=N\N1CCN(c2ccccc2)CC1	-1	0.0
70	Cn1c(=O)c(=O)n(C)c2cc(S(=O)(=O)CCC(=O)Nc3ccc(F)cc3F)ccc21	3	0.8
71	CCN(CC)S(=O)(=O)c1ccc(C(=O)NC2CCCCC2)cc1	-2	0.0
72	Oc1cccc(N=Cc2cc(Br)ccc2O)c1	-2	-0.1

nr	GPR151 activ	MITF primary
65	-0.6	4
66	1.1	0
67	-0.6	14
68	1.7	13
69	-1.4	-10
70	-0.3	-3
71	-1.1	-1
72	-0.5	-1

Whole records, quoted from the list. Order of values: TEAD-YAP block | FBW7 activator | GPR151 activ | MITF primary
`CCN(CC)S(=O)(=O)c1ccc(C(=O)NC2CCCCC2)cc1` in the list: -2 | 0.0 | -1.1 | -1
`Oc1cccc(N=Cc2cc(Br)ccc2O)c1` in the list: -2 | -0.1 | -0.5 | -1

Next section
nr	compound	TEAD-YAP block	FBW7 activator
73	CC(C)CCN1C(=O)c2ccc(C(=O)OCC(=O)NC(=O)NC3CCCCC3)cc2C1=O	-4	0.0
74	O=C(NCc1ccccn1)C(=O)N/N=C/c1cccs1	-8	-0.2
75	O=C1CSC(c2ccc(OC(F)F)cc2)N1c1ccc(Br)cc1 (configuration not stated)	-4	0.0
76	C=CCn1c2ccccc2c2nnc(SC(CC)C(=O)Nc3nnc(CCC)s3)nc21 (configuration not stated)	6	0.1
77	O=C(c1ccccc1F)N1CCc2c(nc(N3CCCCC3)[nH]c2=O)C1	-3	-0.2
78	CN1CCN(C(C(=O)NC2CCCCC2)c2cc3c(cc2[N+](=O)[O-])OCO3)CC1 (configuration not stated)	-7	-0.1
79	Cc1ccc(S(=O)(=O)N=C2C=CC(=NS(=O)(=O)N(C)C)C=C2)cc1	-5	0.0
80	CC(=O)c1c(C)oc(NC(=O)Cn2cnc3ccccc3c2=O)c1C#N	-4	-0.2

nr	GPR151 activ	MITF primary
73	-0.5	21
74	-0.5	-4
75	-0.3	11
76	-0.9	-3
77	1.7	-7
78	0.1	-2
79	1.4	-2
80	-0.4	10

More entries:
nr	compound	TEAD-YAP block	FBW7 activator
81	CN(C(=O)COC(=O)c1c(F)cccc1Cl)C1CCCCC1	-55	-0.2
82	O=C1c2ccccc2C(=O)N1CCCC(=O)N1CCc2ccccc21	-3	0.0
83	N#C/C(=C/c1ccc(Br)cc1)C(=O)Nc1ccc(O)cc1	6	-0.1
84	COC(=O)c1ccc(NC(=O)C(Cc2ccccc2)N2Cc3ccccc3C2=O)cc1 (configuration not stated)	-5	0.2
85	Nn1cnnc1N/N=C/c1cn[nH]c1-c1ccc(F)cc1	7	-0.3
86	O=C(NCCc1ccccc1)c1ccc(N2CCCCS2(=O)=O)cc1	-5	-0.3
87	O=C(NNC(=O)c1cccs1)c1ccc(I)cc1	-43	0.5
88	Cc1ccc(NC(=O)c2cnn3c(C(F)(F)F)cc(-c4ccco4)nc23)c(C)c1	-14	0.0
89	Cn1c(SCc2cc(=O)n3c(n2)sc2ccccc23)nnc1C(F)(F)F	-4	-0.3

nr	GPR151 activ	MITF primary
81	-1.1	-5
82	1.0	11
83	-0.4	18
84	-0.6	-8
85	-0.1	-17
86	-1.1	11
87	-1.6	6
88	2.5	-3
89	0.4	60*
